Compound activity as filed in PubChem.
BCLXL inh: blocks human Bcl-xL binding to Bim BH3 peptide | GST-Bcl-xL / FITC-Bim BH3 peptide fluorescence polarization | 0.7% of 320,000 active | AID 2129 | inhibition, % at 10.9 µM;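 active means inhibition above the mean of all tested compounds plus 3 SD, cutoff set per campaign, cut at about 30% in these data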;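 further: 0% = DMSO wells and 100% = unlabeled Bim-BH3 peptide competitor; inhibitors lower millipolarization by displacing the labeled peptide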
Target sequence (Q07817 whole entry, looked up): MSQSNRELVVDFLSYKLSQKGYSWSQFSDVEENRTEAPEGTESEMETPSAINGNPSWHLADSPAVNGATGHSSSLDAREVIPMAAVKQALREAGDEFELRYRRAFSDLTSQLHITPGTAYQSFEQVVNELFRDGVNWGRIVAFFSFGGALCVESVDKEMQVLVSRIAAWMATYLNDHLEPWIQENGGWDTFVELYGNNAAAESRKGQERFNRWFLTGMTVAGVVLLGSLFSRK
MCL1-BIM inh: MCL1-BIM-BH3 interaction inhibition (human). AID 2057. 0.68% of 320,000 active. Q07820. inhibition, % at 10.9 µM. GST-MCL1 / FITC-Bim-BH3 fluorescence polarization;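 active means inhibition above the mean inhibition of all tested compounds plus 3 SD, set per campaign, cut at about 40% in these data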;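 further: 0% = DMSO wells and 100% = unlabeled Bim-BH3 peptide control; higher means more loss of mP so more displacement of Bim peptide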
Target sequence (Q07820 whole entry, looked up): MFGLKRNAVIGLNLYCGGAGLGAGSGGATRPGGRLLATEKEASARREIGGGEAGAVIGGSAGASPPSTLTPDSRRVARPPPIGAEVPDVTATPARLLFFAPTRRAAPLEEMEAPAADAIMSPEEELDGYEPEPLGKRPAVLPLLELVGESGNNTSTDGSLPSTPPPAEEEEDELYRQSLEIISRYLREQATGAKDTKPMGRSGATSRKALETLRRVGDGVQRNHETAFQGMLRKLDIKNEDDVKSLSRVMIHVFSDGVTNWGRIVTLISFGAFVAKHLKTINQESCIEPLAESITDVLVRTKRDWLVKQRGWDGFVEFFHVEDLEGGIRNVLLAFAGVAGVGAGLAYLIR
VLA-4 inh: inhibition in a human VLA-4 binding assay; P13612; VLA-4 expressing cells, ligand binding flow cytometry; inhibition, % (about 7 µM as worked out from the volumes in the protocol); 0.2% of 330,000 active; in the data active means inhibition above about 50%
GLD-1 TGE inh: GLD-1-TGE RNA interaction inhibition (C. elegans); Q17339; purified GLD-1 + fluorescein TGE RNA, fluorescence polarization; inhibition, % at 5.96 µM; 0.44% of 320,000 active; AID 2280;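 active means percent inhibition above a per-plate cutoff, the plate mean of test compounds plus 3 SD, cut at about 30% in these data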;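 further: 0% = DMSO wells with GLD-1 and probe and 100% = wells lacking GLD-1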
MEX-5 binding: C. elegans MEX-5 TCR-2 RNA binding activity; Q9XUB2; MEX-5/FITC-TCR2 RNA binding, fluorescence polarization; hits give low values; activity score (negative = inhibition of binding), % at 10 µM; 0.38% of 300,000 active; AID 1832;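 active means inhibition past about -25% in most replicates, and total fluorescence under double the plate's negative control median, limit read from the data; inconclusive means replicates evenly split on the limit, or fluorescence at least double controls; inactive means too little inhibition in most replicates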;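 further: 0% = DMSO and -100% = 5 µM competing unlabeled TCR2 RNA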
Target sequence (Q9XUB2 whole entry, looked up): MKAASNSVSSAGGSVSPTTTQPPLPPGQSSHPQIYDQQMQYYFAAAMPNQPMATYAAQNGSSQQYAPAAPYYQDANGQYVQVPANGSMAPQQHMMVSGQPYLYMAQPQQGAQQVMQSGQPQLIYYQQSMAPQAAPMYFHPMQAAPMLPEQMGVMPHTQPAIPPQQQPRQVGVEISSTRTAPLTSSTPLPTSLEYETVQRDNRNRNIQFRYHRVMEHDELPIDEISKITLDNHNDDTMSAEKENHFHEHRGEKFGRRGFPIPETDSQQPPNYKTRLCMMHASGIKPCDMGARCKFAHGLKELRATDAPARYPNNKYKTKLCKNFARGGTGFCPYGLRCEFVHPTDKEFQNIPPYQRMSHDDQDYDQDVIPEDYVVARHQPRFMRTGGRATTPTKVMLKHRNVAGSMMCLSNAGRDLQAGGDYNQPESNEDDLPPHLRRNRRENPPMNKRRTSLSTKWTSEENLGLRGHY
CR mimetic SO: caloric restriction mimetics inhibiting age-related superoxide in yeast; S. cerevisiae aged cells, superoxide DHE fluorescence; hits give low values; superoxide response (% of plate mean), % at 10 µM; 0.18% of 330,000 active; AID 2690;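 active means superoxide response under a set limit, about three screen SD below normal, cut at about 65% in these data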;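 further: yeast aged for seven days with compound at 30 °C before DHE staining; 100% = average MFI of all compound-treated wells on the plate with controls excluded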
AGP1 TOR yeast: yeast TOR pathway AGP1-GFP modulation | AID 2066 | 0.02% of 320,000 active | GFP response vs DMSO, % at 10 µM | S. cerevisiae AGP1-GFP multiplex flow cytometry, 3 h; GFP as percent of DMSO wells;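 active means GFP response relative to DMSO above a set limit, near screen average plus 3 SD, cut at about 150% in these data; inconclusive means fewer than 70 cells counted for the yeast strain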;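 further: median GFP channel fluorescence of the gated AGP1 strain per well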
CIT2-GFP yeast: yeast TOR pathway CIT2-GFP modulation; S. cerevisiae CIT2-GFP strain, flow cytometry, 3 h; 100 means same as DMSO wells; GFP response vs DMSO, % at 10 µM; 0.065% of 320,000 active;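 active means GFP response relative to DMSO above a set limit, near the screen mean plus 3 SD, cut at about 150% in these data; inconclusive means Fewer than 70 cells measured for a yeast strain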;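 further: ratio of well median GFP fluorescence to mean of DMSO wells on the plate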
GRK2 aptamer HTS: human GRK2 inhibition via aptamer displacement; P25098; 0.59% of 330,000 active; bead flow cytometry, FAM-aptamer displacement from GRK2; inhibition of aptamer binding, % at 10 µM;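 active means inhibition of aptamer binding above 40%, roughly 3 SD of noise, on plates passing a quality check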;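 further: median bead fluorescence of bound FAM aptamer so fluorescent compounds give negative values; no value below 0 was filed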
* = called active by the depositor; ? = inconclusive; / = no result given.

No. | mol | BCLXL inh | MCL1-BIM inh | VLA-4 inh | GLD-1 TGE inh | MEX-5 binding | CR mimetic SO | AGP1 TOR yeast | CIT2-GFP yeast | GRK2 aptamer HTS
1 | O=C(Nc1ccc(Cl)cc1)OC(CN1CCCCC1)C(F)(F)F (centres undefined) | -1 | -8 | 0 | -1 | 1.2 | 88 | 93 | 89 | 0
2 | CCn1ccnc1CN(C)C(=O)c1cc(COc2ccc(OC)c3ccccc23)on1 | 11 | 12 | 12 | 10 | 2.2 | 97 | 99 | 99 | 4
3 | CC1CCC(NC(=O)C2CCN(S(=O)(=O)c3cccc4nonc34)CC2)CC1 (centres undefined) | 1 | 0 | -1 | -4 | 1.2 | 112 | 98 | 97 | 7
4 | O=C(CSCc1ccc(Cl)cc1)N/N=C/c1ccc(Cl)cc1Cl | 1 | 3 | 7 | 5 | 2.6 | 97 | 101 | 102 | 1
5 | COc1ccc(C(CNC(=O)c2ccc(NS(=O)(=O)c3ccc(F)c(C)c3)cc2)N2CCOCC2)cc1 (centres undefined) | 5 | 6 | 9 | 6 | 1.7 | 113 | 98 | 96 | 5
6 | CC(O)Cc1cn(CC(=O)N2CCN(C(=O)OC(C)(C)C)CC2)nn1 (centres undefined) | 11 | 8 | / | 0 | 1.7 | / | / | / | /
7 | Fc1cccc(CNCC2CCCO2)c1 (centres undefined) | 4 | 14 | 6 | -6 | -1.8 | 107 | 96 | 102 | 0
8 | CC1Cn2c(nnc2C23CC4CC(CC(C4)C2)C3)S1 (centres undefined) | 2 | 0 | 15 | 1 | -0.3 | 109 | 103 | 107 | 0
9 | CC1=CC(=O)N(c2ccc(C)cc2)C1c1ccc(Cl)cc1 (centres undefined) | 2 | 4 | 7 | 6 | -8.4 | 96 | 90 | 91 | 0
10 | COC(=O)c1ccccc1CCC(C)=O | 5 | 13 | 4 | 10 | -1.3 | 104 | 92 | 104 | 5
11 | COc1ccc(Cl)cc1NC(=O)CSc1nnc(CNC(=O)c2ccco2)o1 | 5 | 7 | 9 | 3 | 0.4 | 94 | 104 | 106 | 4
12 | O=C(CCc1ccc(O)c(O)c1)NNC(=S)NCCc1ccccc1 | 5 | 17 | 3 | 12 | -11 | 90 | 103 | 104 | 8
13 | COc1ccccc1NC(=O)CSC1=NC(=O)C(NC(C)=O)C(=O)N1 (centres undefined) | 8 | 6 | -5 | 5 | 0.4 | 95 | 109 | 106 | 0
14 | Cc1cc(NC(=O)Nc2cccc(Cl)c2)n(C(C)(C)C)n1 | -2 | -8 | 10 | 11 | -1.0 | 102 | 93 | 85 | 0
15 | Cc1nc(SCC(=O)Nn2c(-c3ccccc3)nc3ccccc3c2=O)n[nH]1 | 0 | -2 | 0 | 0 | 6.9 | 96 | 104 | 112 | 0
16 | COc1ccc(-c2cc(C(F)(F)F)n3ncc(C(=O)NCc4ccco4)c3n2)cc1 | 10 | -1 | -19 | -3 | -5.2 | 94 | 91 | 93 | 2
17 | O=C(CCn1ccc2cc(S(=O)(=O)N3CCCC3)ccc21)NCc1ccccc1F | 4 | -2 | 6 | 4 | 2.5 | 124 | 98 | 97 | 0
18 | CCC(C(=O)NC1CCCC1)N(C(=O)Cn1nnc(-c2ccc(OC)c(OC)c2)n1)C1CCCCC1 (centres undefined) | 5 | 11 | -4 | 5 | 0.0 | 83 | 113 | 105 | 4
19 | COc1ccc(NC(=O)c2noc(C(C)C)c2[N+](=O)[O-])cc1 | -1 | -2 | -1 | 7 | 0.8 | 100 | 98 | 98 | 3
20 | O=C(NC1(C(F)(F)F)NC(=O)N(Cc2ccco2)C1=O)c1cccs1 (centres undefined) | 1 | 0 | -7 | 1 | -0.1 | 89 | 108 | 109 | 1
21 | Cc1ccc(NC(=O)c2ccc(NC3=NC4CS(=O)(=O)CC4S3)cc2)cc1 (centres undefined) | -2 | 8 | 7 | -4 | 2.0 | 92 | 102 | 103 | 0
22 | COC(=O)c1ccc(OC(=O)C2CSC3(C)CCC(=O)N23)cc1 (centres undefined) | -8 | -10 | 10 | 7 | 2.2 | 97 | 103 | 105 | 1
23 | COc1ccc(NC(=O)N(C)C[C@@H]2Oc3ccc(NC(=O)NC(C)C)cc3CC(=O)N([C@H](C)CO)C[C@@H]2C)cc1 | / | / | 5 | -3 | / | 109 | 101 | 105 | 0
24 | CCCCNc1nc(=S)n(-c2ccccc2)c(C)c1C(C)=O | 5 | 10 | -6 | 7 | -0.6 | 93 | 98 | 106 | /
25 | CC1CCC2(CC1)NC(=O)N(NC(=O)c1cccs1)C2=O (centres undefined) | -2 | 3 | -20 | 1 | / | 107 | 98 | 96 | 2
26 | COC(=O)C1=C(C(=O)OC)[C@@H]2Nc3ccccc3[C@@]23C[C@@H](C(=O)OC)N=C3N1 | -3 | 2 | 10 | 0 | -1.1 | 110 | 80 | 78 | 3
27 | O=C(Cn1c(NCCCO)nc2ccccc21)c1cccs1 | 7 | 5 | -3 | 3 | -0.6 | 93 | 106 | 100 | 0
28 | CCOC(=O)N1CCC(NC(=O)c2cc(C(=O)Nc3ccc(S(=O)(=O)N4CCOCC4)cc3)ccc2CO)CC1 | 3 | 3 | 3 | -6 | 2.5 | 112 | 94 | 99 | 1
29 | CCNC(=O)CC1C(=O)N(C)C(=S)N1NC(=O)c1ccc(Cl)cc1 (centres undefined) | -3 | -5 | -3 | -6 | 2.8 | 88 | 101 | 105 | 1
30 | Cc1ccc(NC(=O)Nc2ccc3c(c2)nnn3C)cc1C | 5 | 7 | 17 | -3 | -2.1 | 86 | 94 | 98 | 0
31 | CN1/C(=C\C=N\NC(=O)c2cccnc2)C(C)(C)c2ccccc21 | 6 | 8 | -328 | 7 | -2.3 | 91 | 99 | 97 | 2
32 | Cc1ccc(NC(=S)NC2CCSc3ccccc32)cc1C (centres undefined) | 5 | 8 | 14 | -1 | 0.4 | 98 | 106 | 102 | 0
33 | CC1(C)NC(=O)N(CC(=O)Nc2cc(S(=O)(=O)N3CCOCC3)ccc2N2CCOCC2)C1=O | -5 | -15 | -4 | -1 | 0.1 | 97 | 104 | 108 | 0
34 | Cc1ccc(NC(=O)c2ccc3c(c2)C(=O)N(c2cc(C)ccc2C)C3=O)nc1 | 3 | 13 | -7 | -3 | 2.8 | 103 | 95 | / | 5
35 | COC(=O)c1ccccc1NC(=O)CS(=O)(=O)Cc1nc(-c2ccc(C)cc2)oc1C | 6 | 6 | -2 | 7 | 2.1 | 85 | 94 | 104 | 2
36 | Cc1ccccc1C(=O)Oc1ccc2ccc(O)cc2c1 | -4 | -1 | 9 | 2 | -0.1 | 102 | 90 | 93 | 6
37 | Cc1ccc(/C=C/C2=NN(Cc3ccccc3)C(=O)CC2)cc1 | -4 | 2 | 2 | 1 | -1.1 | 101 | 114 | 118 | 0
38 | Cc1ccc(NC(=O)C2CC(=O)N(CCc3ccccc3)C2)cc1Cl (centres undefined) | 2 | -3 | -5 | 5 | / | 98 | 98 | 94 | 2
39 | COc1cc(SC)ccc1C(=O)NCc1ccccc1 | 5 | 8 | 6 | 1 | 2.3 | 89 | 93 | 83 | 0
40 | COc1ccc(-c2cc(-c3n[nH]c(=S)n3-c3cccc4ccccc34)[nH]n2)cc1 | -1 | 4 | -1 | -5 | 1.2 | 102 | 106 | 105 | 5
41 | CC(C)(C)SCCNC(=O)c1ccc(NS(C)(=O)=O)cc1 | 4 | 7 | 9 | -1 | 0.0 | 101 | 105 | 101 | 0
42 | Cc1ccc(S(=O)(=O)N(C)C)cc1NC(=O)COC(=O)/C=C/c1ccc2c(c1)OCO2 | 4 | 3 | 23 | -6 | 0.0 | 96 | 94 | 93 | 3
43 | COc1ccc(CNC(=O)c2cc(-n3cnnc3)ccc2Cl)cc1 | -12 | -20 | 14 | -4 | -1.0 | 108 | 107 | 94 | 0
44 | CCOC(=O)c1oc2ccc(CNC3CCCCC3)c(Cl)c2c1C | -10 | -8 | -2 | -12 | 0.5 | 94 | 102 | 95 | 0
45 | COc1ccccc1N1CCN(C(=O)c2cc(-c3ccc(C)cc3)on2)CC1 | -3 | -4 | 17 | 9 | 1.3 | 121 | 92 | 92 | 0
46 | Cc1ccccc1NC(=O)Cc1nnc(SCC(=O)NC2CCCCC2)n1C | 3 | 5 | -8 | -5 | -5.2 | 105 | 97 | 97 | 1
47 | CC12CCC(=O)N1C(C(=O)Nc1nc3ccccc3s1)CS2 (centres undefined) | 3 | -2 | -49 | -2 | / | 79 | 109 | 102 | 0
48 | Cc1ccc(O)c(NC(=O)CN(C)S(=O)(=O)c2ccc(Cl)cc2)c1 | 1 | 6 | -2 | 3 | 3.5 | 82 | 102 | 97 | 2
49 | CN1CCN(C(=O)c2ccc(Oc3ccc([N+](=O)[O-])cc3)cc2)CC1 | 4 | 1 | 14 | -4 | -0.9 | 98 | 93 | 98 | 0
50 | Cc1cc(C)c(NC(=O)CSc2nc3ccccc3c(=O)n2CCCN2CCOCC2)c(C)c1 | -2 | 12 | -8 | -2 | / | 95 | 89 | 87 | 1

Following part:
No. | mol | BCLXL inh | MCL1-BIM inh | VLA-4 inh | GLD-1 TGE inh | MEX-5 binding | CR mimetic SO | AGP1 TOR yeast | CIT2-GFP yeast | GRK2 aptamer HTS
51 | CSc1nnc(-c2nnc(SC)n2-c2ccccc2)n1-c1ccccc1 | 3 | 7 | -14 | 1 | -1.5 | 96 | 94 | 93 | 4
52 | CC(=O)c1cccc(NC(=O)Nc2cnn(Cc3ccc(Cl)cc3Cl)c2)c1 | 0 | 3 | 12 | 7 | 0.6 | 87 | 108 | 101 | 7
53 | CNS(=O)(=O)c1cccc(C(=O)OCC(=O)Nc2ccc3ccccc3c2)c1 | / | / | 12 | 2 | / | 70 | 99 | 107 | 5
54 | Cc1ccc(C)c(S(=O)(=O)NCCCn2ccnc2)c1 | 4 | -5 | 11 | -3 | / | 98 | 92 | 95 | 2
55 | O=C(O)c1cc(N/N=C/c2ccc(-c3ccc(F)cc3)o2)ccc1Cl | 5 | 1 | -1 | 1 | 1.2 | 116 | 96 | 96 | 0
56 | CCO/C=C1\C(=O)N(c2ccccc2)C(=O)c2ccccc21 | 1 | -5 | 1 | -1 | / | 108 | 85 | / | 1
57 | Cc1cc(NC(=O)CSc2nnc(C)c(=O)[nH]2)no1 | -3 | -9 | -5 | 8 | 0.4 | 96 | 103 | 98 | 9
58 | O=C(CC1C(=O)NCCN1Cc1ccccc1C(F)(F)F)NCCc1ccccn1 (centres undefined) | 18 | 25 | 3 | 11 | -4.1 | 112 | 106 | 104 | 0
59 | O=C(CC1CCCC1)OCn1nnc2ccccc2c1=O | 8 | 2 | 8 | -1 | 0.3 | 90 | 97 | 88 | 6
60 | O=C(C1CCC(=O)N(C2CCCCCC2)C1)N1CCN(c2ccccc2Cl)CC1 (centres undefined) | 89* | 57* | 26 | 31* | -1.3 | 134 | 106 | 109 | 3
61 | CC1CCN(C(=O)COc2ncnc3ccccc23)CC1 | -4 | -7 | 8 | 0 | -1.9 | 113 | ? | ? | 2
62 | COc1cccc(CNC(=O)C2CCN(S(=O)(=O)c3c(C)nn(C)c3C)CC2)c1 | 6 | 6 | 4 | 5 | 2.1 | 103 | 101 | 107 | 14
63 | CC(=O)Nc1ccc(S(=O)(=O)Nc2ccccc2C(=O)NCc2cccnc2)cc1 | 0 | -2 | 6 | -5 | -2.3 | 97 | 97 | 102 | 0
64 | CSc1nsc(SCC(=O)Nc2ccc(O)c(C(=O)O)c2)n1 | 8 | 16 | -11 | 1 | -2.7 | 88 | 104 | 103 | 6
65 | CC(C)(C)NC(=O)COc1ccc(CNCCc2ccccc2)cc1 | 10 | 7 | 0 | 2 | 1.7 | 133 | 106 | 109 | 0
